Bfl-1 displacement: Bfl-1 inhibitors, primary screen, biochemical, fluorescence polarization, FITC-Bid, mouse (AID 432); Bcl-2-related protein A1 (Mus musculus); FITC-Bid BH3 peptide fluorescence polarization displacement; higher % means a stronger effect; displacement, % at 20 µM; hits with a dose series show IC50 in µM; hit rate 0.02% among 64,000; in the data active = a potency from the dose series; inactive = the rest, 99 in 100 with displacement below about 15%; also: strong numbers were not always called active
Spn PMK inh: S. pneumoniae PMK inhibitors, primary screen, biochemical, mevalonate pathway, pilot trial included; purified PMK, PK/LDH-coupled NADH absorbance 340 nm; AID 539, 2006; inhibition, % at 10 µM; hit rate 0.49% among 65,000; phosphomevalonate kinase (Streptococcus pneumoniae D39);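 active = top-ranked compounds by inhibition in the single 10 µM screen, taking a fixed number of the strongest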;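 also: 0% = full reaction with DMSO carrier and 100% = background rate without enzyme reaction; no value below 0 was filed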
LYP inhibition: LYP phosphatase inhibitors, primary screen, biochemical, DiFMUP fluorescence, recombinant catalytic domain, 10 µM (AID 606) | recombinant LYP catalytic domain, DiFMUP fluorescence; higher % means a stronger effect | inhibition, % at 10 µM, or IC50 in µM where a hit was titrated | 52,000 tested, under 10 active;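 active = IC50 under 40 µM in the dose-response test; inactive = IC50 of 40 µM or more, or never dose-tested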
HPDE-C7 viability: cytotoxicity in HPDE-C7 cells, cell-based, fluorescence, HTS (AID 430); HPDE-C7 pancreatic duct cells viability, fluorescence; higher % means a stronger effect; one-dose cytotoxicity, % at 10 µM; EC50 in µM for titrated hits; hit rate 1.8% among 63,000;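 also: cells exposed to compound for 48 hours before viability readout; 0% = vehicle and 100% = reference cytotoxic drug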
Alkaline phosphatase: human TNAP enzyme inhibitors, biochemical, luminescent (AID 518). hit rate 0.09% among 64,000. one-dose inhibition, % at 20 µM; IC50 in µM for titrated hits. purified TNAP enzyme, luminescent substrate readout; higher % means a stronger effect; in the data active = a potency from the dose series; inactive = the rest, 99 in 100 with inhibition below about 22%;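 also: plate controls were vehicle for no effect and reference inhibitor for full effect; many of its hits are not listed in these tables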
HPDE-C7K KRASV12: cytotoxicity in KRAS-transformed pancreatic duct cells, primary screen, cell-based, fluorescence, HTS (AID 431); HPDE-C7K KRASV12 cells, Alamar Blue viability, 48 h; higher % means a stronger effect; cytotoxicity, % at 10 µM; hits with a dose series show EC50 in µM; hit rate 1.7% among 63,000;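 active = compounds whose percent cytotoxicity in the single-dose primary screen, scaled between solvent and toxic-drug controls, exceeds 50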;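 also: 0% = DMSO solvent wells and 100% = doxorubicin-treated wells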
DPM-DC inhibit: S. pneumoniae DPM-DC inhibitors, primary screen, biochemical, PK/LDH-coupled NADH fluorescence. hit rate 0.49% among 65,000. purified DPM-DC. diphosphomevalonate decarboxylase (Streptococcus pneumoniae D39). calls only at 10 µM;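 active = the 320 compounds with the highest percent inhibition in the single-dose primary screen, excluding strongly autofluorescent ones, cut at about 32% in these data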;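 also: kinetic rate of NADH fluorescence loss reporting ADP formed by the decarboxylase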
HT1080 viability: cytotoxicity in HT1080 fibrosarcoma cells, cell-based, fluorescence readout (AID 620). hit rate 0.42% among 87,000. HT1080 viability, fluorescence; higher % means a stronger effect. cytotoxicity, % at 10 µM; hits with a dose series show EC50 in µM;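 also: cells exposed to compound overnight then 4 h with Alamar Blue; 0% = vehicle DMSO and 100% = killing control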
MK inhibit: S. pneumoniae MK inhibitors, primary screen, biochemical, PK/LDH-coupled NADH absorbance | mevalonate kinase [Streptococcus pneumoniae D39] | purified MK, PK/LDH-coupled NADH absorbance 340 nm | inhibition, % at 10 µM | hit rate 0.48% among 65,000;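 active = ranked among the strongest by inhibition in the single 10 µM screen, a fixed top-ranked set picked for dose follow-up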; also: no value below 0 was filed
Spn PMK inh pilot replicates: recorded beside Spn PMK inh, whose call it bears; inhibition, %; measured here: pilot screen replicates
MK inhibit pilot replicates: also measured in MK inhibit; calls as there; inhibition, %; measured here: pilot screen replicates
DPM-DC inhibit pilot screen %: further read-out of DPM-DC inhibit, marked with its call; inhibition, %; measured here: pilot screen trials
* hit, by the source's call; i = inactive; · = no result given; + = active, no number. Rule as the data show it, unless noted: active = cytotoxicity above about 50%; inactive = the rest.

SMILES	Bfl-1 displacement	Spn PMK inh	LYP inhibition	HPDE-C7 viability	Alkaline phosphatase	HPDE-C7K KRASV12	DPM-DC inhibit	HT1080 viability	MK inhibit	others
O=C(C1CC(=O)N(C2CCCC2)C1)N1CCN(c2ccc(F)cc2)CC1 (stereo not drawn)	-7%	10	-20%	-4%	6%	-12%	i	-6%	4
COc1ccc(NS(=O)(=O)c2ccc3oc(Nc4ccc5c(c4)OCCO5)nc3c2)cc1	0%	14	-4%	14%	13%	18%	i	1%	0
CCOC(=O)c1ccc(NC2c3ccccc3C(=O)N2c2cccnc2)cc1 (stereo not drawn)	8%	0	-4%	6%	10%	-5%	i	·	6
COc1ccc(C(=O)N2CCC(C(=O)Nc3cccc(C)c3)CC2)cc1OC	-5%	3	-36%	-6%	-3%	-15%	i	-2%	3
CN(C)CCCNC(=O)CC(c1ccc(F)cc1)c1ccco1 (stereo not drawn)	-4%	0	·	-3%	7%	-10%	i	7%	7
Cc1cccc(N=C2NC(=O)/C(=C3/C(=O)N(C)c4ccccc43)S2)c1C	-1%	15	2%	-6%	14%	-9%	i	0%	4
O=C1OC(NC(=O)c2ccccc2)C(N2CCOCC2)=C1Cl (stereo not drawn)	2%	13	2%	-2%	1%	4%	i	4%	0
COc1cc(C)nc(N(C)S(=O)(=O)c2ccccc2Cl)n1	1%	0	4%	3%	14%	-2%	i	14%	0
COc1ccc(N2CCCn3c2nc2c3c(=O)n(Cc3ccccc3F)c(=O)n2C)c(OC)c1	1%	6	·	-15%	10%	-9%	i	-7%	3
CCOc1ccc(N2C(=O)CC(NCCc3ccc(S(N)(=O)=O)cc3)C2=O)cc1 (stereo not drawn)	-7%	4	·	8%	17%	-6%	i	16%	11
CC(CCc1ccccc1)NC(=O)C1CCCN(C(=O)c2cc3sccc3n2C)C1 (stereo not drawn)	-3%	10	-7%	11%	4%	4%	i	0%	21
COc1ccc(Cc2nnc(SCC(=O)NC3CCCCC3)n2C)cc1	-4%	6	-9%	4%	7%	-14%	i	2%	4
CC1(C)C(=O)C2(CCCCC2)C(=O)OC1c1cccs1 (stereo not drawn)	-6%	12	-1%	6%	10%	4%	i	-8%	3
Cc1ccc(CCN2CC(C(=O)NCCN3CCOCC3)CC2=O)cc1 (stereo not drawn)	-4%	8	·	-2%	5%	6%	i	26%	4
CC(Sc1nc(N2CCCCC2)c2c(c1C#N)CCCC2)C(=O)O (stereo not drawn)	16%	2	8%	45%	-8%	47%	i	-5%	0
OC1(c2cccc(C(F)(F)F)c2)CCNCC1	-5%	12	-6%	-12%	10%	7%	i	13%	11	Spn PMK inh pilot replicates=5.0;MK inhibit pilot replicates=0.5;DPM-DC inhibit pilot screen %=0.0
Cc1cc(C)n(-c2nc3ccccc3c(=O)n2OCC(=O)N(C)C)n1	8%	15	·	-21%	10%	-16%	i	2%	7
Cc1nnc(C)c2c(C)n(-c3ccc(Br)cc3)c(C)c12	3%	4	3%	-1%	4%	10%	i	17%	9	Spn PMK inh pilot replicates=1.5;MK inhibit pilot replicates=0.0;DPM-DC inhibit pilot screen %=3.0
CCc1nnc(NC(=O)CSc2nnc(COc3ccc(C)cc3)n2-c2ccccc2)s1	-4%	15	·	11%	2%	11%	i	2%	12
CCOC(=O)c1cccc(NC(=O)CSc2nnc(-c3cccnc3)n2C)c1	-1%	8	-7%	-3%	2%	-13%	i	1%	11	Spn PMK inh pilot replicates=5.5;MK inhibit pilot replicates=10;DPM-DC inhibit pilot screen %=4.5
CCS(=O)c1ccccc1C(=O)O (stereo not drawn)	-11%	6	·	3%	2%	0%	i	0%	1
CCCNC(=O)CC1Sc2ccccc2NC1=O (stereo not drawn)	-1%	0	7%	4%	6%	-5%	i	-3%	4
CSc1nc(-c2ccco2)cc(-c2ccccc2)c1C#N	5%	0	19%	-2%	6%	45%	i	-20%	7
O=C(NCC1CCCO1)c1ccc(C(=O)NCC2CCCO2)cc1 (stereo not drawn)	-4%	0	-12%	-7%	13%	12%	i	0%	6	Spn PMK inh pilot replicates=1.5;MK inhibit pilot replicates=0.0;DPM-DC inhibit pilot screen %=2.0
CCOc1ccc(-n2ccnc2SCC(=O)Nc2nnc(CC)s2)cc1	-5%	10	0%	-22%	2%	-11%	i	25%	0

Some of these compounds in order of formula weight, largest number first:
SMILES	Bfl-1 displacement	Spn PMK inh	LYP inhibition	HPDE-C7 viability	Alkaline phosphatase	HPDE-C7K KRASV12	DPM-DC inhibit	HT1080 viability	MK inhibit	others
CCc1nnc(NC(=O)CSc2nnc(COc3ccc(C)cc3)n2-c2ccccc2)s1	-4%	15	·	11%	2%	11%	i	2%	12
CCOC(=O)c1cccc(NC(=O)CSc2nnc(-c3cccnc3)n2C)c1	-1%	8	-7%	-3%	2%	-13%	i	1%	11	Spn PMK inh pilot replicates=5.5;MK inhibit pilot replicates=10;DPM-DC inhibit pilot screen %=4.5
O=C(NCC1CCCO1)c1ccc(C(=O)NCC2CCCO2)cc1 (stereo not drawn)	-4%	0	-12%	-7%	13%	12%	i	0%	6	Spn PMK inh pilot replicates=1.5;MK inhibit pilot replicates=0.0;DPM-DC inhibit pilot screen %=2.0
Cc1nnc(C)c2c(C)n(-c3ccc(Br)cc3)c(C)c12	3%	4	3%	-1%	4%	10%	i	17%	9	Spn PMK inh pilot replicates=1.5;MK inhibit pilot replicates=0.0;DPM-DC inhibit pilot screen %=3.0
CN(C)CCCNC(=O)CC(c1ccc(F)cc1)c1ccco1 (stereo not drawn)	-4%	0	·	-3%	7%	-10%	i	7%	7
OC1(c2cccc(C(F)(F)F)c2)CCNCC1	-5%	12	-6%	-12%	10%	7%	i	13%	11	Spn PMK inh pilot replicates=5.0;MK inhibit pilot replicates=0.5;DPM-DC inhibit pilot screen %=0.0

Returning to the listing, repeating the 2 entries before the break.
SMILES	Bfl-1 displacement	Spn PMK inh	LYP inhibition	HPDE-C7 viability	Alkaline phosphatase	HPDE-C7K KRASV12	DPM-DC inhibit	HT1080 viability	MK inhibit	others
O=C(NCC1CCCO1)c1ccc(C(=O)NCC2CCCO2)cc1 (stereo not drawn)	-4%	0	-12%	-7%	13%	12%	i	0%	6	Spn PMK inh pilot replicates=1.5;MK inhibit pilot replicates=0.0;DPM-DC inhibit pilot screen %=2.0
CCOc1ccc(-n2ccnc2SCC(=O)Nc2nnc(CC)s2)cc1	-5%	10	0%	-22%	2%	-11%	i	25%	0
CCNc1nc(Oc2ccc(C(=O)OC)cc2)nc(SC)n1	-6%	9	13%	-10%	8%	0%	i	6%	5
O=C(Nc1sc2c(c1C(=O)NCc1cccnc1)CCCC2)c1ccco1	-3%	6	9%	0%	18%	3%	i	-2%	6
CCc1ccc(CNc2ccc(O)cc2)cc1	0%	8	-10%	15%	10%	16%	i	8%	6
c1cncc(-c2noc(C34CC5CC(CC(C5)C3)C4)n2)c1	-3%	9	0%	-1%	7%	-5%	i	-23%	16
O=C(NCc1ccco1)C1(c2ccccc2)CCCC1	-7%	3	8%	-4%	9%	-9%	i	2%	2
CCOC(=O)c1[nH]c2ccc(OC)cc2c1NC(=O)CN1CCN(c2ccccn2)CC1	-4%	41	5%	3%	16%	8%	+	-1%	0
COc1ccc(-c2cc(C(=O)N3CCN(c4ccccn4)CC3)c3ccccc3n2)cc1	-2%	16	-15%	32%	14%	6%	i	4%	0
COc1cccc(NC(=O)COc2ccc(N3CC(C(=O)NCC(C)C)CC3=O)cc2)c1 (stereo not drawn)	1%	6	-9%	-14%	5%	-13%	i	6%	0
Cc1cccc(NC(=O)CN2CCCN(S(=O)(=O)c3ccc(Br)s3)CC2)c1	-3%	0	11%	17%	7%	11%	i	-2%	9
Cc1ccc2cc(CN(Cc3ccccc3)Cc3nnnn3C3CCCC3)c(=O)[nH]c2c1	-6%	5	·	53%*	8%	56%*	i	-7%	7
CCn1cc(C(=O)NC2CCC(C)CC2)c(=O)c2cc(S(=O)(=O)N3CCCCC3)ccc21 (stereo not drawn)	2%	3	5%	45%	11%	23%	i	17%	6
O=C(NCc1ccco1)c1ccc2ccccc2c1	-4%	0	·	2%	4%	-1%	i	1%	1
COc1ccc(NS(=O)(=O)c2ccc3c(c2)Cc2ccccc2-3)cn1	-5%	0	-1%	22%	14%	40%	i	9%	1
COc1ccc(OCc2nn3c(-c4ccco4)nnc3s2)cc1	8%	13	·	-9%	18%	24%	i	10%	6
CC(C)c1ccc(-c2noc(C3CCCN(C(=O)c4ccc(F)cc4F)C3)n2)cc1 (stereo not drawn)	2%	10	·	36%	4%	28%	i	-11%	8
O=S(=O)(c1ccccc1)c1ccccc1/C=N\O	-3%	0	14%	-1%	4%	-1%	i	5%	4
Oc1[nH]c2ccccc2c1C=NCC1CCCO1 (stereo not drawn)	-2%	11	9%	11%	0%	5%	i	-5%	0
O=C(CN1CCOCC1)Nc1cccc(C(=O)Nc2cccc(C(F)(F)F)c2)c1	2%	11	17%	2%	8%	-2%	i	-8%	6	Spn PMK inh pilot replicates=0.5;MK inhibit pilot replicates=0.5;DPM-DC inhibit pilot screen %=1.0
COc1cc(C2c3c(oc4ccccc4c3=O)C(=O)N2CCN2CCOCC2)cc(OC)c1OC (stereo not drawn)	-2%	7	5%	-7%	-15%	-21%	i	-12%	5
Cc1ccnc(NS(=O)(=O)c2ccc(NC(=O)C3CCCCC3)cc2)n1	-1%	13	5%	-7%	10%	-12%	i	0%	11
Cc1cccc(S(=O)(=O)C(C#N)c2nc3ccccc3nc2N2CCOCC2)c1 (stereo not drawn)	-4%	7	·	37%	-1%	29%	i	1%	6
CCCCN1CCc2c([nH]c3ccccc23)C1=O	-1%	6	5%	1%	10%	-2%	i	-3%	3
C=C(C)C1CC=C(CN2CCC(C(=O)OCC)CC2)CC1 (stereo not drawn)	-3%	0	·	18%	10%	31%	i	-10%	36
C=CCOC(=O)N1CCN(c2cccc(C(F)(F)F)c2)CC1	-9%	9	-3%	-6%	14%	-5%	i	-11%	9
Cc1ccccc1OC(C)c1nc(-c2ccccc2)no1 (stereo not drawn)	0%	12	7%	-11%	5%	10%	i	1%	2

Bioassay records (PubChem)
